# Screening data: PubChem, National Center for Advancing Translational Sciences (NCATS)
# Sm TGR block – S. mansoni TGR enzyme inhibition. Potency, µM (titrated, usually from 114 µM), without a hit: at the highest dose activity change, negative = inhibition, hits mostly inhibitors. actives 3% (n = 360,000). purified TGR, DTNB reduction, TNB absorbance 405 nm. AID 485364; note: potency is the fitted concentration of half-maximal effect; % is set by controls: 0 for no effect and ±100 for the full control effect; nearly all actives have a fitted effect of over 60% in size
#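 TGR 20 nM + NADPH 100 uM (dispensed conc.), cpd preinc 15 min RT; start with NADPH (500 uM addition) then DTNB (15 mM addition). Kinetic TNB absorbance, 405 nm filter. Four-parameter Hill fit across titration.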
# Pf growth 48h – P. falciparum growth inhibition at 48 hours (one generation); P. falciparum luciferase growth in erythrocytes, 48 h; Potency, µM (highest dose often 28.7 µM), for the others: top-dose activity change, negative = inhibition, actives largely listed as inhibitors; actives 5.9% (n = 310,000); AID 504832; note: potency is the fitted concentration of half-maximal effect; % is set by controls: 0 for no effect and ±100 for the full control effect
#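 Luminescence readout; reporter = integrated firefly luciferase in P. falciparum. RBC culture at 2% hematocrit, 0.1% parasitemia final, 37 C/5% CO2; decreased signal taken as growth inhibition.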
# CHX counter – counter-screen for Shiga toxin inhibitors: cycloheximide protein synthesis inhibition; actives 12% (n = 300,000); cell reporter, cycloheximide protein synthesis inhibition counterscreen; max response, %; in the data active = max response mostly above about 13%, no sharp cut-off; inactive = mostly below about 14%; note: read at 38.3 µM for the half of the compounds with a filed dose; 0% is about no effect
# Pf growth 96h – inhibits malaria parasite growth, 96 h; actives 6.9% (n = 320,000); Potency, µM (top dose mostly 28.7 µM), for inactives: top-dose activity change, negative = inhibition, usual class: inhibitors; AID 504834; P. falciparum luciferase reporter growth, 96 h; note: potency is the fitted concentration of half-maximal effect; % is set by controls: 0 for no effect and ±100 for the full control effect
#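 P. falciparum expressing integrated firefly luciferase grown in erythrocytes (2% hematocrit, 0.05% parasitemia final) with compounds for 96 hours at 37 C, 5% CO2. Growth inhibition read as loss of luminescence after adding luciferase detection reagent.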
# Giardia FBPA inh – inhibitors of Giardia lamblia fructose-1,6-bisphosphate aldolase; purified Giardia FBPA; Potency, µM (doses to about 59.6 µM), without a hit: top-dose activity, negative = inhibition, hits mostly inhibitors; actives 0.71% (n = 290,000); note: potency is the fitted concentration of half-maximal effect; % is set by controls: 0 for no effect and ±100 for the full control effect; nearly all actives have a fitted effect of over 55% in size
# Target sequence (A8B2U2 whole entry, looked up): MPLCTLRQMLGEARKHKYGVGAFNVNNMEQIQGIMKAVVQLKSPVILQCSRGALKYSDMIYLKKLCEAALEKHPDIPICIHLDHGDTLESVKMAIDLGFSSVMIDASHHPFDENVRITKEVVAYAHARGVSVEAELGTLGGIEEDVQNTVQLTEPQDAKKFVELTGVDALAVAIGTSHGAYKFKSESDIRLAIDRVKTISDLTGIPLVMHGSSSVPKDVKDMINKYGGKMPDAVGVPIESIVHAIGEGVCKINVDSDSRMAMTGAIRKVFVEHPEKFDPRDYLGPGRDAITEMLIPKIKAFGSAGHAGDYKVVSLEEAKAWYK
#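 40 nM FBPA preincubated 10 min at RT with compound (up to 57.5 uM final), then substrate plus GAPDH/TPI/NAD/arsenate coupling and diaphorase/resazurin added. Fluorescence read after 20 min at RT, 525/598 nm.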
# Shiga toxin inh – blocks Shiga toxin action in Vero cells. Vero cells, Shiga toxin protein synthesis inhibition reporter. inhibition, % at 38.7 µM. actives 9.2% (n = 290,000). AID 2315; in the data active = inhibition mostly above about 28%, no sharp cut-off; inactive = mostly below about 43%; note: 0% is about no effect
# Starred values were filed as active, the others as inactive; ? = inconclusive; . = no result given; & = joins results of further samples; [ ] = dose if it differs, or a comment. Unless noted, calls come from the whole dose curve; as a rule, active = well fitted curve in the direction sought with a large enough effect; inconclusive = small, poorly fitted or top-dose-only effect, or another doubt; inactive = no such curve, though single readings can be large; an effect the other way counts as inactive or inconclusive.
# Results follow in this order: Sm TGR block, CHX counter, Pf growth 96h, Pf growth 48h, Giardia FBPA inh, Shiga toxin inh
O=C(CN1CCCN(Cc2ccc(F)cc2Cl)C1=O)NC1CCCC1
    -9%, 1, ?, 0%, 7%, 4
Cc1ccc(C(C)(C)C)cc1S(=O)(=O)N1CCC(C(=O)N2CCN(c3ccc(O)cc3)CC2)CC1
    -28%, ., 10µM*, 3.7µM*, ., .
O=S(=O)(Nc1ccc(-n2cccc2)cc1)c1ccc(F)cc1
    -1%, 8, 5%, 4%, -6%, 15
CC(C)C(=O)N1CCC(c2nc(-c3ccc(S(=O)(=O)N4CCCC4)cc3)no2)CC1
    7%, -1, -23%, 0%, 4%, 12
CCOc1ccc(-c2nc(N)ncc2Oc2cccc(OC)c2)c(O)c1
    4%, 2, ?, ., -11%, -10
CCCn1c(Sc2nnnn2-c2ccccc2)n[nH]c1=O
    3%, 2, 0%, 32%[activator], -1%, -3
CC(OC(=O)c1ccc(Cl)nc1)C(=O)NC(C)(C)C (configuration not stated)
    11%, -2, 3%, ?, 4%, 8
CSc1nc2c(c(=O)[nH]1)C(c1ccc(Br)cc1)CC(=O)N2 (configuration not stated)
    -7%, 3, -6%, 40%[activator], 4%, -18
O=C(O)c1ccc(Nc2ccc3nonc3c2[N+](=O)[O-])cc1
    -7%, 2, ?, 2%, 1%, .
CC1CN(C(=O)/C=C/c2ccc([N+](=O)[O-])s2)CC(C)O1 (configuration not stated)
    20µM*, 15, ?, ?, 1%, -14

# Reformatted: entries from further up.
SMILES,Sm TGR block,CHX counter,Pf growth 96h,Pf growth 48h,Giardia FBPA inh,Shiga toxin inh
O=C(O)c1ccc(Nc2ccc3nonc3c2[N+](=O)[O-])cc1,-7%,2,?,2%,1%,.
O=C(CN1CCCN(Cc2ccc(F)cc2Cl)C1=O)NC1CCCC1,-9%,1,?,0%,7%,4
CC1CN(C(=O)/C=C/c2ccc([N+](=O)[O-])s2)CC(C)O1 (configuration not stated),20µM*,15,?,?,1%,-14

# (next part)
# Results follow in this order: Sm TGR block, CHX counter, Pf growth 96h, Pf growth 48h, Giardia FBPA inh, Shiga toxin inh
COc1cc(C(=O)OCCN2CCOCC2)ccc1O
    7%, 5, 78%[activator], -3%, 0%, 22
COc1ccc(-c2nc(CS(=O)CC(=O)NCCCN3CCCC(C)C3)c(C)o2)cc1OC (configuration not stated)
    -22%, 0, ?, 1%, ., -9
COc1ccccc1CNC(=O)C1CCCCN1S(=O)(=O)c1ccccc1 (configuration not stated)
    0%, -4, -8%, -13%, -3%, 3
CCCCN(C(=O)c1ccc(N2CCCC2=O)cc1)c1c(N)n(CCC)c(=O)[nH]c1=O
    -9%, ., -16%, -17%, ., .
Cc1onc(-c2ccccc2Cl)c1C(=O)N1CCN(c2ccc(F)cc2)CC1
    -2%, -2, -3%, -22%, 8%, -5
CC(=O)N1CCN(c2ccccc2NC(=S)NC(=O)c2cc3ccccc3o2)CC1
    -26%, -8, ?, ?, ., -6
Cc1ccc(S(=O)(=O)N2CCC(C(=O)N[C@@H](C)C(=O)NCC3CCCO3)CC2)cc1 (some centres not stated)
    -20%, -4, 6%, 14%, 2%, -10
C=CCOC(=O)c1[nH]c2c(c1C)C(=O)CC(c1ccco1)C2 (configuration not stated)
    45µM*, -2, -86%, 5.2µM*, -3%, -3
CN(C)S(=O)(=O)N(CC(=O)N(Cc1ccccc1)Cc1ccccc1)c1ccccc1
    -3%, -1, ., ?, 3%, 16
COc1ccc(CCn2cnc(=O)c(C#N)c2C)cc1OC
    -12%, 7, 16%, 8%, 0%, 2
COC(=O)C(C#N)C(=C1C(=O)CC(C)(C)CC1=O)c1ccc(O)cc1 (configuration not stated)
    -33%, -1, 0%, -2%, 6%, -5
O=c1[nH]nc(Cc2ccccc2)c2ccccc12
    2%, -3, -19%, 5%, -10%, 6
O=C(NCc1n[nH]c(=S)n1-c1ccc(Br)cc1)c1cccs1
    -10%, 0, 3%, 1%, -8%, 6
C(#CC12CC3CC(CC(C3)C1)C2)CN1CCOCC1
    2%, -1, ?, -5%, 2%, 27
COc1ccc(CCNS(=O)(=O)c2cn(C)nc2C)cc1OC
    1%, -2, 29%, 87%[activator], ., -5
CCN(CC)c1ccc(/C=C(\C#N)C(N)=S)cc1
    4%, 25*, ?, 0%, -2%, 39
CN1C(=O)C2(OCCCO2)c2cc(Cl)ccc21
    0%, 1, -11%, 13%, 5%, -15
O=c1[nH]c2c(c(=O)[nH]1)CCC2
    0%, 0, 10%, -15%, -1%, -4
O=C(Cc1cc2ccccc2o1)NCc1ccc(F)cc1
    -13%, 17, 23%, 19%, 3%, 28
Cc1cccc(NC(=O)c2n[nH]c([N+](=O)[O-])c2Br)c1C
    -1%, 22*, ?, 78%[activator], -10%, 67*
Cc1noc(C)c1CSc1ccccc1C(=O)N1CCN(c2ccccc2)CC1
    -2%, -2, ?, ?, -1%, 25
CC(=O)c1ccc(S(=O)(=O)Nc2cccc(S(=O)(=O)NC3=NCCC3)c2)cc1
    2%, -3, -12%, 33%[activator], 12%, -8
COC(=O)c1ccc(Cn2nc(-c3cc(C)ccc3C)ccc2=O)cc1
    11%, -2, 32%[activator], 13%, 3%, -4
COCCNC(=O)c1sc2ncn(CC(=O)Nc3ccc(C)c(Cl)c3)c(=O)c2c1C
    -5%, 3, ?, 5%, -5%, 22
CSCCC(C(=O)OCC(=O)c1ccc(C)c(C)c1)N1C(=O)c2cc(Cl)c(Cl)cc2C1=O (configuration not stated)
    -6%, -7, ., 10%, 0%, -27
COc1ccc(-c2noc(CN3CCCCC3c3nccn3C)n2)cc1 (configuration not stated)
    -6%[57.1 µM], -2, -16%, ?, 0%, -13
CC(C)(C)OC(=O)N1CCC(c2cc(=O)n3[nH]cc(C(=O)NC4CCCC4)c3n2)CC1
    2%, 0, ?, ., 12%, 8
O=C(CC1CC2CCC1C2)NCCc1ccc(Cl)cc1 (configuration not stated)
    -5%, 16, 45%[activator], 26%, 6%, 49*
C=CCC(=O)NC1CCCc2c1cnn2-c1cc(F)cc(F)c1 (configuration not stated)
    -1%, -1, -15%, 18%, 13%, 17
O=C(NCC(=O)N(c1cccnc1)C(C(=O)NC1CCCC1)c1ccc(F)cc1)c1ccco1 (configuration not stated)
    3%, 2, -31%[5.75 µM], 29%, 6%, 7
Cc1nn2c(-c3ccc(Cl)cc3)nnc2s1
    -5%, -4, ?, -13%, 3%, 6
Cc1ccccc1NC(=O)CN1C(=O)COc2ccc(S(=O)(=O)N3CCCC3)cc21
    -17%, -1, ?, 1%, -2%, -6
COc1cc(OC)cc(C(=O)NC(C(=O)NCCN(C)C)C23CC4CC(CC(C4)C2)C3)c1 (configuration not stated)
    0%, -7, 2%[5.75 µM], ?, 1%, -20
CN(C)c1nc(N(C)C)nc(N(C#N)CN2C(=O)c3ccccc3C2=O)n1
    -10%, -1, -1%, 5%, 10%, 33
O=C(Nc1ccccc1N1CCOCC1)C1(c2ccc(Cl)cc2)CCC1
    4%, -2, ?, ?, 5%, -8
NC(=O)c1ccc(NC(=O)CNC(=O)c2sc3ccccc3c2Cl)cc1
    -11%, ., -13%, 10%, ., .
CC(=O)NC(Cc1ccc(F)cc1)C(=O)NC1CCN(C(=O)Nc2cccc(C)c2)CC1 (configuration not stated)
    5%, 8, 12%, 1%, 3%, 4
O=C(C1=C[C@H](c2ccc(Br)cc2)C[C@H](OCc2ccc(CO)cc2)O1)N1CCOCC1
    -35%, 2, 10%, 6%, -1%, -2
O=C(NNC(=O)C12CC3CC(CC(C3)C1)C2)c1ccco1
    7%, -2, 2%, 19%, 0%, -10
COc1cccc(NC(=S)NN=C2CCCCCC2)c1
    8%, 26*, ?, 139%[activator], 4%, 53*
CCOc1ccc(NS(=O)(=O)c2ccc(C(=O)N(CC)CC(=O)NCc3cccs3)cc2)cc1
    -4%, -2, 23%, -16%, 20%, 9
CCOC(=O)C1=C(COC(=O)C(C)(C)Oc2ccc(Cl)cc2)NC(=O)NC1C (configuration not stated)
    -9%, ., 24%, -15%, ., .
COc1cccc(NC(=O)CN(C)C(=O)c2cccc(NS(=O)(=O)c3ccccc3)c2)c1
    -25%, ., -13%, ?, ., .
COc1ccc(C(=O)N2CCN(C)C(=O)[C@@H]2C)cc1OC1CCN(C(C)=O)CC1
    -7%, -1, 40%[activator], -1%, ., -4
CCOc1ccc(C(=O)NCC(=O)NCCCSc2ccccc2)cc1OCC
    4%, -1, 15µM*, -15%, ., -4
Fc1ccc(NC(=S)Nc2cccnc2)c(Cl)c1
    18µM*, 10, ?, 3%, -16%, 3
COc1ccc(Br)c(C(=O)N2CCN(S(=O)(=O)c3cccs3)CC2)c1
    8%, 7, 25%, 3.7µM*, 4%, -9
Cc1cc2ccccc2nc1SCC(=O)N1c2ccccc2CC1C (configuration not stated)
    0%, -2, ., ?, 0%, -9
CC(OC(=O)c1ccc2ncsc2c1)C(=O)Nc1ncc(Cl)cc1Cl (configuration not stated)
    2%, 1, 47%[activator], 57%[activator], 4%, 29
CC(C)CNC(=O)C1CCN(c2ccc(S(=O)(=O)N3CCOCC3)cc2Cl)CC1
    -26%[11.4 µM], -3, 72%[activator], ., 8%, -3

# Continuation:
# Results follow in this order: Sm TGR block, CHX counter, Pf growth 96h, Pf growth 48h, Giardia FBPA inh, Shiga toxin inh
CCCn1nnc(NC(=O)c2ccc(-c3cc(Cl)ccc3Cl)o2)n1
    -6%, 12, 237%[activator], -13%, 9%, 13
CN(C)c1nc(NCc2ccccc2)nc(SCC(=O)Nc2ccccc2)n1
    -20%, -5, ?, ?, -1%, -1
CCCCCCN(C(=O)CCCCCN1C(=O)NC(c2cccc([N+](=O)[O-])c2)C(C(=O)OCc2ccccc2)=C1C)C(C(=O)NCCCC)c1ccc(OCC(=O)OC)c(C(=O)OC)c1 (configuration not stated)
    4%, -6, 5.2µM*, ?, 6%&0%, 9
Cc1ccc2c(c1)NCCO2
    0%, -4, ?, 0%, -15%, -14
O=C1/C(=C/c2cccnc2)SC(=S)N1c1ccc(F)cc1
    8%, -1, -17%, 23%, 4%, 18
O=C(CN1C(=O)/C(=C/c2ccccc2F)Sc2ccccc21)NCc1cccnc1
    -7%, 9, ?, ?, 5%, 14
CCN(C(=O)COC(=O)/C=C/c1cccc(Br)c1)C1CCS(=O)(=O)C1 (configuration not stated)
    -18%, -4, 7%, 38%[activator], ., -3
CCN(CC)C(=O)N(CC)Cc1ccccc1
    ., -2, ?, 3%, 0%, 31
COc1ccc(C(=O)NCc2nnc(SCC(=O)NCc3ccco3)o2)cc1OC
    -23%, -1, ?, 9%, ., -3
COc1ccc(CN(Cc2cc3cc4c(cc3[nH]c2=O)OCO4)C(=O)NC2CCCCC2)cc1
    1%, -1, 17%, 4.7µM*, 0%, -3
CC(C)[C@H](NC(=O)c1ccco1)C(=O)N(C)Cc1c(F)cccc1Cl
    1%, -2, -6%, 2%, 0%, 56
CC(=O)c1cccc(NC(=O)C2CCCN(S(=O)(=O)c3ccc(F)cc3)C2)c1 (configuration not stated)
    -1%, -2, ., -10%, -4%, -4
COc1cccc(CNC(=O)c2ccccc2-c2ccccc2C(=O)O)c1
    9%, 1, ?, 14%, -1%, 1
CCC(=O)N1c2ccccc2-c2nnc(SC)nc2OC1c1ccc(N(C)C)cc1 (configuration not stated)
    -15%, -3, 11%, 2%, -4%, -10
COc1ccc(NC(=O)Nc2nc3ccccc3s2)cc1
    7%, 44*, ?, 5%, 2%, 114*
NC(=O)c1nc(C(=O)N2CCN(c3ccccc3)CC2)c2ccccc2n1
    -20%, ., 62%[activator], 52%[activator], ., .
